AHR act: AHR activators, primary screen, cell-based, luminescence, luciferase reporter, human | Aryl hydrocarbon receptor (Homo sapiens), P35869 | AHR-responsive luciferase reporter cells | activation, % at 5 µM | actives 2.5% (n = 320,000) | AID 2796, 2010; in the data active = activation above about 47%;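 also: 0% = vehicle wells and 100% = reference agonist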
Target sequence (P35869 whole entry, looked up): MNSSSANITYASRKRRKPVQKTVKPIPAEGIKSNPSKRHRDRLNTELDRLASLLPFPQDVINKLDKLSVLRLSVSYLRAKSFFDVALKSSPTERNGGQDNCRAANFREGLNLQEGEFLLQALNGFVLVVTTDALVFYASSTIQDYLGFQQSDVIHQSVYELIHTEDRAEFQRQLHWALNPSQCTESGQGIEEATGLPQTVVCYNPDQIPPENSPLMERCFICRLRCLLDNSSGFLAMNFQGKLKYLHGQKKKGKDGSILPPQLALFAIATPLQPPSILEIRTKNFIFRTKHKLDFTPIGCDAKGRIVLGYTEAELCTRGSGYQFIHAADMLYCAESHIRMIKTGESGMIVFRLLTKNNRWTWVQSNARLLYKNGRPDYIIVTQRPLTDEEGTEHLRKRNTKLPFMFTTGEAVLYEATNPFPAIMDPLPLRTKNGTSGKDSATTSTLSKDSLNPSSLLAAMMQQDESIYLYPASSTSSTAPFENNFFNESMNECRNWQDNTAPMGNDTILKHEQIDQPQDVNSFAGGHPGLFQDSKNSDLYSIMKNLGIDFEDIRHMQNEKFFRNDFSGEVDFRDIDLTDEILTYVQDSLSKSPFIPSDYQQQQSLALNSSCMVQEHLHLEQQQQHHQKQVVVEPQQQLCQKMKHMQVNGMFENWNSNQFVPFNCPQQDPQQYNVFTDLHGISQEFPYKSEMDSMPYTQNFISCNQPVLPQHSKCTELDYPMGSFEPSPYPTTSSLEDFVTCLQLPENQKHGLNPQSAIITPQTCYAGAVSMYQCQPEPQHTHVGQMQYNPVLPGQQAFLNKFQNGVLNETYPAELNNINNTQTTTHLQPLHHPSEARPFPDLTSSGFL
procasp3 activ: activators of human procaspase-3 D3A mutant, primary screen, biochemical, absorbance, PC-3 D3A mutant, single concentration; Caspase-3 (Homo sapiens), P42574; recombinant procaspase-3 D3A, Ac-DEVD-pNA absorbance 405 nm; activation, % at 8.5 µM; actives 0.11% (n = 330,000); AID 463141, 2010;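 active = activation above the mean of all tested compounds plus 3 SD, cut at about 21% in these data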;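 also: 0% = DMSO alone and 100% = DMSO wells spiked with extra 5 µM PC-3 D3A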
Target sequence (P42574 whole entry D9A/D28A/D175A): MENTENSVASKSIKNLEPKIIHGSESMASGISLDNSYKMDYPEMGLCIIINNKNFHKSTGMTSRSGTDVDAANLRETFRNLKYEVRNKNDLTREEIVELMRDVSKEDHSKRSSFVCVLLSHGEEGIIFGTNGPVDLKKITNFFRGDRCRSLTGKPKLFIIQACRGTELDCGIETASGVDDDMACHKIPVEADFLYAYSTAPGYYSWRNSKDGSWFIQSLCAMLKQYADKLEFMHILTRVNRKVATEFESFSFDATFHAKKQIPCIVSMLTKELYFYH
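Compound: 8.5 µM single point, 0.8% DMSO / Material: Autoprocessing-dead procaspase-3 D3A mutant enzyme / Timing: 1 h preincubation plus 2 h reaction at 25 °C / Medium: Zinc-free HEPES/NaCl buffer with 0.01% Triton X-100 at pH 7.4 / Technique: 405 nm absorbance of p-nitroaniline, reads at 0 and 120 min / Repeats: one well per compound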
PP5 primary: PP5 phosphatase inhibitors, primary screen, biochemical, fluorescence | Serine/threonine-protein phosphatase 5 (Homo sapiens), P53041 | purified PP5c, OMFP substrate fluorescence | inhibition, % at 6.7 µM | actives 0.18% (n = 320,000);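 active = inhibition above the campaign's mean inhibition across all tested compounds plus 3 SD, cut at about 9.5% in these data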;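 also: 0% = DMSO only and 100% = 100 µM cantharidin control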
procasp7 counter: procaspase-7 activators, primary screen, counter-screen for procaspase-3 activator project, biochemical, absorbance, HTS, human. recombinant procaspase-7, Ac-DEVD-pNA absorbance 405 nm; D23A/D198A/D206A triple mutant, cannot self-cleave; scale: DMSO 0, 5 µM enzyme 100. actives 0.093% (n = 330,000). activation, % at 8.5 µM;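 active = percent activation above the screen-wide mean plus 3 SD, cut at about 25% in these data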
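Material: Procaspase-7 triple mutant (PC-7 D3A) | Quantity: 2 µM procaspase-7 mutant as dispensed | Reagent: DEVD-pNA substrate | Times: 1 h preincubation, 2 h reaction | Technique: 405 nm absorbance of p-nitroaniline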
PP1 inh: PP1-alpha phosphatase inhibitors, primary screen, counter-screen for PP5 inhibitor project, biochemical, fluorescence, OMFP substrate, single point; Serine/threonine-protein phosphatase PP1-alpha catalytic subunit (Homo sapiens), P62136; purified PP1alpha; inhibition, % at 6.7 µM; actives 0.9% (n = 320,000); AID 2235, 2010;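 active = inhibition above the mean inhibition of all tested compounds plus 3 SD, computed separately for each screening campaign, cut at about 15% in these data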
HCV core dimer: inhibitors of HCV core protein dimerization, primary screen, biochemical, TR-FRET, high-throughput; TR-FRET GST/Flag-core106 dimerization, 1536-well; inhibition, % at 5 µM; actives 0.33% (n = 300,000);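 active = inhibition above the mean of all tested compounds plus 3 SD, set per screening campaign, cut at about 45% in these data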
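Material: GST/Flag-tagged HCV core106 proteins. Incubation: 4 h, 22.5 °C incubation. Read-out basis: inhibition (%) from 671 over 617 nm ratio. Measured by: TR-FRET, excitation 340 nm, emission 617 and 671 nm.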
TPT1 inhibitor: Candida albicans TPT1 enzyme inhibitors, primary screen, biochemical, fluorescence polarization | recombinant caTPT1, FP RNA substrate dephosphorylation | inhibition, % at 5 µM | tRNA 2'-phosphotransferase TPT1 (Candida albicans SC5314) | actives 0.81% (n = 300,000);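 active = inhibition above the mean of all tested compounds plus 3 SD, set per screening campaign, cut at about 24% in these data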;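 also: plate controls were DMSO alone for no effect and ferristatin control at 100 nM for full effect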
CTSL1 counter: Fasciola hepatica cathepsin L1 inhibitors, primary screen, counter-screen for PFM18AAP inhibitor project, biochemical, QFRET, fluorogenic peptide substrate | recombinant F. hepatica cathepsin L1, Z-Leu-Arg-MCA fluorescence | inhibition, % at 5.96 µM | actives 0.49% (n = 300,000) | AID 1906, 2009;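 active = inhibition above the mean of all tested compounds plus 3 SD, set per screening campaign, cut at about 17% in these data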;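 also: 0% = plate median of test compound wells and 100% = 1 µM Z-Phe-Ala-diazomethylketone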
PAFAH2 FP inh: PAFAH2 enzyme inhibitors, primary screen, biochemical, fluorescence polarization, human. Platelet-activating factor acetylhydrolase 2, cytoplasmic (Homo sapiens), Q99487. recombinant PAFAH2, FP-rhodamine activity probe. inhibition, % at 3.39 µM. actives 0.99% (n = 340,000);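 active = inhibition above the mean over all tested compounds plus 3 SD, cut at about 30% in these data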;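 also: inhibitors block probe labeling of enzyme so polarization drops; 0% = enzyme with DMSO and 100% = wells lacking PAFAH2 protein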
The depositor's hits bear a star; · = not tested or not shown; & = joins results of further samples.

[1] NC(=O)N\N=C/C=C/C=C/c1ccc(F)cc1
[2] CC(C)C(=O)N=C1SC2CS(=O)(=O)CC2N1Cc1ccc(Cl)cc1 (stereo unspecified)
[3] O=C(COC(=O)C12CC3CC(CC(O)(C3)C1)C2)NC(=O)NCc1ccco1
[4] COc1ccc(Oc2c(Cl)cnn(-c3ccc(C)cc3)c2=O)cc1
[5] CCOC(=O)CNC(=O)N1CCCC(CNS(=O)(=O)Cc2ccccc2)C1 (stereo unspecified)
[6] Cc1cc(=O)n(-c2ccc(C(=O)O)cc2)[nH]1
[7] CCn1ncc(/C=N\NC(=O)COc2ccccc2)c1C
[8] CNc1cc([N+](=O)[O-])ccc1OCc1ccccc1
[9] COc1ccccc1C(=O)N(Cc1sccc1C)C1CCS(=O)(=O)C1 (stereo unspecified)
[10] O=C(CNC(=O)c1ccccn1)N=Nc1c(O)[nH]c2ccccc12
assay / compound	1	2	3	4	5	6	7	8	9	10
AHR act	4	0	7	5	-1	0	4	42	2	24
procasp3 activ	1	-3	0	1	-2	-1	7	5	-1	5
PP5 primary	2.6	3.7	-1.5	2.0	-1.5	6.1	1.5	0.9	-3.0	0.1
procasp7 counter	2	0	0	2	14	7	2	-4	6	-2
PP1 inh	-4	-1	0	3	-3	-2	0	2	-6	0
HCV core dimer	-9	-3	-4	-8	5	-4	3	-7	-4	6
TPT1 inhibitor	-1	0	-5	2	0	2	-5	0	2	-7
CTSL1 counter	13	-4	-2	3	1	3	1	6	-3	6
PAFAH2 FP inh	6	3	-1	4	0	2	-11	-1	-1	3

[11] COC(=O)c1ccc(OCC(=O)NC(C)(C)C)cc1
[12] O=C(NCCc1c[nH]c2ccccc12)C(=O)Nc1ccccc1
[13] CC(=C\c1ccco1)/C=C1/SC(=S)N(CC(=O)O)C1=O
[14] C=CCn1c(=O)/c(=C2/Sc3ccccc3N2CC)s/c1=C1/C(=O)NN=C1C
[15] CC(C)N1CCc2c(sc(NC(=O)C3CCCCC3)c2C(N)=O)C1
[16] COc1ccc(OC)c(S(=O)(=O)NC2CCSc3ccccc32)c1 (stereo unspecified)
[17] COc1cc(CC(=O)N/N=C/c2ccc([N+](=O)[O-])cc2)c([N+](=O)[O-])cc1OC
[18] CCN1CCN(Cc2ccc(NC(=O)c3ccc(C)c(NC(=O)N4CCNC4=O)c3)cc2C(F)(F)F)CC1
[19] O=C(CSc1nc2[nH]ncc2c(=O)n1-c1ccc(Cl)c(Cl)c1)NCc1ccccc1Cl
[20] COc1ccccc1/C=C/C=N/n1c(C2CCCCC2)n[nH]c1=S
assay / compound	11	12	13	14	15	16	17	18	19	20
AHR act	19	-3	1	29	11	5	3	0&-1	2	-1
procasp3 activ	-5	-8	1	2	6	9	9	-3&3	-1	-19
PP5 primary	4.1	4.2	2.9	4.0	-1.9	1.9	1.9	0.0&1.4	-1.5	1.7
procasp7 counter	11	-1	-8	-16	1	-10	4	-7&-11	1	-9
PP1 inh	-5	2	5	-4	-3	0	-1	2&-2	3	3
HCV core dimer	-2	21	-2	3	23	4	-3	-21&-17	8	5
TPT1 inhibitor	2	-7	14	44*	-5	1	5	-1&3	0	0
CTSL1 counter	1	2	6	0	2	2	-3	6&5	8	6
PAFAH2 FP inh	-4	2	5	·	5	-10	-5	0&6	0	-2

[21] Cc1ccc2c(CN3CCOCC3)cc(=O)oc2c1
[22] CCN1C(=O)[C@@H]2[C@@H](c3ccc(-c4ccccc4)cc3)N3CCCC[C@@]3(C(=O)OC)[C@@H]2C1=O
[23] O=C(NCCCN1CCOCC1)C1Cc2c(ccc3ccccc23)O1 (stereo unspecified)
[24] O=C(Nc1ccc([N+](=O)[O-])cc1)Nc1cnccn1
[25] Nc1ccccc1C#CC(=O)c1ccccc1
[26] Cc1c(C(=O)c2ccc(Cl)cc2Cl)cnc2cc3c(cc12)OCO3
[27] CCn1nnc(-c2ccccc2NC(=O)C(F)(F)F)n1
[28] O=C(CC1C(=O)NCCN1Cc1ccc(F)c(F)c1)NCCCn1ccnc1 (stereo unspecified)
[29] O=C(Nc1ccc(O)cc1)c1ccc2c(c1)C(=O)N(Cc1cccnc1)C2=O
[30] COc1ccccc1NC(=O)/C(=C/c1ccncc1)NC(=O)c1ccccc1
assay / compound	21	22	23	24	25	26	27	28	29	30
AHR act	0	-3	4	8	9	16	18	2	-1	26
procasp3 activ	3	8	1	-3	-4	7	2	-4	-4	9
PP5 primary	-2.4	3.0	-1.9	3.8	1.2	2.0	1.0	0.1	2.9	2.1
procasp7 counter	0	12	7	7	4	9	2	7	7	5
PP1 inh	-2	1	0	2	0	5	-3	-1	-3	2
HCV core dimer	-2	16	3	-6	5	-2	1	-9	2	-4
TPT1 inhibitor	1	10	-1	2	0	2	-3	-10	0	-3
CTSL1 counter	1	1	-3	3	-3	-3	3	6	-2	-2
PAFAH2 FP inh	·	12	2	-6	-3	-2	9	4	2	3

[31] O=C(COC(=O)c1ccc(F)cc1)Nc1nc2ccc([N+](=O)[O-])cc2s1
[32] COc1ccc(NC(=O)COC(=O)CNC(=O)C2CCCCC2)cc1
[33] Cc1ccc(CNC(=O)[C@]2(C)CCC[C@@]3(C)C4CC[C@@]5(C)C[C@]4(CCC32)CC5=O)cc1 (stereo partly specified)
[34] Nc1nc(SCC(=O)c2ccc(Oc3ccccc3)cc2)n[nH]1
[35] COc1ccc(-c2c(-c3ccccc3OC)oc3ccccc23)cn1
[36] C/C(=C\c1ccco1)CN1CCN(Cc2ccc(C)o2)C(CCO)C1 (stereo unspecified)
[37] CC(C)c1ccc(OCC(=O)N2CCN(c3ccccn3)CC2)c(Br)c1
[38] CN(C)CCCNC(NC(=O)/C=C/c1ccccc1)C(Cl)(Cl)Cl (stereo unspecified)
[39] CCOc1cccc(-c2c(C(=O)N/N=C/c3sccc3C)nnn2-c2nonc2N)c1
[40] Cc1cccc(-n2cnc(C(=O)NNC(=S)Nc3ccc(Cl)cc3)c2)n1
assay / compound	31	32	33	34	35	36	37	38	39	40
AHR act	2	-1	0	2	18	3	0	5	4	5
procasp3 activ	-4	0	-15	-10	2	-3	9	3	3	-3
PP5 primary	-1.1	-1.0	·	-0.5	1.5	-2.1	3.3	-0.8	2.4	-2.7
procasp7 counter	0	-6	4	2	8	4	4	2	1	-26
PP1 inh	-2	-2	·	0	-2	0	6	-1	1	8
HCV core dimer	30	-2	·	2	·	-1	6	-1	9	-2
TPT1 inhibitor	3	-2	·	2	·	2	4	1	-2	0
CTSL1 counter	4	32*	·	0	·	3	4	4	4	3
PAFAH2 FP inh	-12	8	4	8	-6	-2	-2	3	1	6

[41] Cn1c(N)c(C(=O)COC(=O)CCC2CCCC2)c(=O)n(C)c1=O
[42] Cc1csc(=O)n1CC(=O)OCc1nnc(-c2ccc(Cl)cc2)o1
[43] NS(=O)(=O)c1ccc(CCNC(=O)c2cc(-c3ccco3)nc3ccccc23)cc1
[44] CCOc1cc2[nH]c(=O)n(CCC(=O)N3CCN(c4ccccc4OC)CC3)c(=O)c2cc1OCC
[45] CC1(C)Cc2noc(N)c2C(C)(C)N1OC(=O)c1ccco1
[46] Cc1ccc(-c2csc3ncnc(NCCC(=O)O)c23)cc1C
[47] Cc1ccc2c(c1)C(=O)CC1(CCCCCC1)O2
[48] CCc1nnc(NS(=O)(=O)c2ccc(NC(=O)/C=C/c3ccccc3Cl)cc2)s1
[49] COc1ccc(C(C(=O)NCC2CCCO2)N(Cc2ccco2)C(=O)c2snc(C(N)=O)c2N)cc1OC (stereo unspecified)
[50] CC1(C(=O)N(CC(=O)NC2CCCC2)Cc2ccco2)CC(=O)N=C2C=CC=CN21 (stereo unspecified)
assay / compound	41	42	43	44	45	46	47	48	49	50
AHR act	3	2	4	4	-1	-2	1	0	0	1
procasp3 activ	-1	10	-1	-2	4	-4	7	6	5	-2
PP5 primary	-0.1	-0.4	-0.5	0.0	-1.7	1.3	3.9	4.3	0.2	-1.0
procasp7 counter	2	1	3	-2	13	6	3	2	6	-6
PP1 inh	0	-1	-3	1	-2	1	-2	14	0	2
HCV core dimer	0	-6	·	0	-3	1	-2	19	-6	1
TPT1 inhibitor	-2	1	·	-2	0	0	-3	-2	-6	-4
CTSL1 counter	-10	-4	·	-9	-4	0	1	4	-1	1
PAFAH2 FP inh	6	0	8	4	4	1	3	-21	-11	8

[51] CCN=C(NCC)SC1CC(=O)N(c2cccc(OCC)c2)C1=O (stereo unspecified)
[52] CCc1ccc(OCC(=O)Nc2cccc3nsnc23)cc1
[53] Oc1ccccc1C1N=C(c2ccccc2)NC(c2ccccc2)=N1
[54] COc1ccc(NC(=S)N2CCN(C(=O)C3CCCO3)CC2)c(OC)c1 (stereo unspecified)
[55] CC(=O)N1CCc2cc(S(=O)(=O)NC(C(=O)N3CCN(c4ccccc4F)CC3)C(C)C)ccc21 (stereo unspecified)
assay / compound	51	52	53	54	55
AHR act	15	4	15	-1	-1
procasp3 activ	1	2	17	-12	-5
PP5 primary	4.2	3.1	2.5	-1.7	2.8
procasp7 counter	0	0	2	-12	-3
PP1 inh	0	5	-1	-2	-1
HCV core dimer	-3	14	-5	-4	0
TPT1 inhibitor	2	-1	-3	-2	0
CTSL1 counter	-2	4	-2	2	9
PAFAH2 FP inh	0	7	-3	1	2

Rewritten with two lines to a compound: entries from further up.
Results follow in this order: AHR act, procasp3 activ, PP5 primary, procasp7 counter, PP1 inh, HCV core dimer, TPT1 inhibitor, CTSL1 counter, PAFAH2 FP inh
(55) CC(=O)N1CCc2cc(S(=O)(=O)NC(C(=O)N3CCN(c4ccccc4F)CC3)C(C)C)ccc21 (stereo unspecified)
  -1, -5, 2.8, -3, -1, 0, 0, 9, 2
(52) CCc1ccc(OCC(=O)Nc2cccc3nsnc23)cc1
  4, 2, 3.1, 0, 5, 14, -1, 4, 7
(51) CCN=C(NCC)SC1CC(=O)N(c2cccc(OCC)c2)C1=O (stereo unspecified)
  15, 1, 4.2, 0, 0, -3, 2, -2, 0

Single records (already shown). Order of screens: AHR act | procasp3 activ | PP5 primary | procasp7 counter | PP1 inh | HCV core dimer | TPT1 inhibitor | CTSL1 counter | PAFAH2 FP inh
CC(=O)N1CCc2cc(S(=O)(=O)NC(C(=O)N3CCN(c4ccccc4F)CC3)C(C)C)ccc21 (stereo unspecified) across the screens: -1 | -5 | 2.8 | -3 | -1 | 0 | 0 | 9 | 2
Oc1ccccc1C1N=C(c2ccccc2)NC(c2ccccc2)=N1 across the screens: 15 | 17 | 2.5 | 2 | -1 | -5 | -3 | -2 | -3

High-throughput results deposited in PubChem by The Scripps Research Institute Molecular Screening Center.
